T cell HTS = modulators of CD8 T cell-vesicle binding, primary screen, mouse 2C CD8+ T cells, flow cytometry | 2C CD8+ T cell-vesicle binding; active compounds read low | calls only at 7 µM | 330,000 tested, 0.068% active;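 active means response, share of CD8 T cells binding vesicles, and their 90th percentile fluorescence all below set limits, cut at about 80% in these data, passing the limit was not always enough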
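Material: murine 2C transgenic CD8+ T lymphocytes / Also added: QL9-peptide-loaded Drosophila micro-vesicles bearing Ld, ICAM-1 and B7-1 / Schedule: binding step 1.5 h, 37 °C, antibody labelling 20 min, ice / Signal: flow cytometry, PE anti-B7-1 (FL2) versus Alexa647 anti-CD8 (FL8), PFA-fixed / Evaluation: percent CD8+ FL2 mean versus row control / Benchmarks: naked versus QL9-loaded vesicles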
Myeloid diff MLP = induction of myeloid progenitor differentiation, primary screen, cell-based, flow cytometry, MLPCN library; AID 624256, 2012; calls only at 10 µM; ER-HoxA9 myeloid progenitors, lysozyme-GFP differentiation; 360,000 tested, 1% active;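 active means normalized GFP-positive differentiation at or above the plate's own cutoff, the solvent-only control mean plus 3 SD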;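 further: cells exposed to compound for four days before flow analysis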
Salmonella PhoP GFP = inhibitors of PhoP regulon expression, primary screen, Salmonella Typhimurium, GFP reporter (AID 1863); S. Typhimurium PhoP-regulated promoter GFP reporter, 4 h; higher % means a stronger effect; inhibition, % at 50 µM, or IC50 in µM where a hit was titrated; 300,000 tested, 0.16% active;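 active means inhibition over 29.93%, a cutoff 3 SD above the screen mean, later confirmed by dose response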;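 further: 0% = low Mg2+ inducing control and 100% = high Mg2+ repressing control; strong numbers were not always called active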
bCat nuc transl = modulators of beta-catenin nuclear translocation, primary screen, imaging, HeLa cells, immunofluorescence, high-content. nuclear translocation activity, % at 5 µM. 190,000 tested, 0.3% active;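 active means nuclear translocation activity above 50% at 5 µM, with a well cell count of 50 or more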;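 further: per-cell ratio of nuclear to cytoplasmic median beta-catenin stain intensity; plate controls were DMSO negative control for no effect and GSK-3 inhibitor IX positive control for full effect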
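Read-out: Nuclear/cytoplasmic beta-catenin signal ratio, % activation | Assay system: Human HeLa cell line | Times: 24 h compound exposure at 37°C, 5% CO2 | Signal: Fluorescence imaging of beta-catenin antibody stain plus DAPI | Dosing: 5 µM primary, 0.02–20 µM confirmation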
West Nile virus CPE = West Nile virus antiviral activity, cell-based, CPE readout (AID 1621); West Nile virus-infected cells, CPE inhibition; higher % means a stronger effect; CPE inhibition, % at 10 µM, or IC50 in µM where a hit was titrated; 290,000 tested, 0.02% active; in the data active means a potency from the dose series; further: strong numbers were not always called active
MgcRacGAP inhibition = MgcRacGAP GTPase-activating activity inhibitors, confirmation, biochemical, ADP Hunter fluorescence. Rac GTPase-activating protein 1 (Homo sapiens). AID 624330, 2012. 340,000 tested, 0.6% active. one-dose inhibition, % at 30 µM; IC50 in µM for titrated hits. MgcRacGAP-stimulated Rac1 GTP hydrolysis, ADP Hunter fluorescence; higher % means a stronger effect; GST-tagged Rac1 F28L mutant substrate;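 active means first-screen hits whose inhibition reached a set limit at any dose in the follow-up dose series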;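 further: fluorescence reports GDP produced by GAP-driven GTP hydrolysis; strong numbers were not always called active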
WT yeast gro inh = growth inhibition of WT strain, primary screen, mitochondrial fusion inhibitor project, WT and mutant strains, chemical genetic; 190,000 tested, 2.1% active; inhibition, % at 10 µM; mitochondrial fusion phenotypic screen; in the data active means inhibition above about 58%; tested in S. cerevisiae
RSV antiviral HEp-2 = RSV antiviral activity via CPE protection, HEp-2 cells, primary 10 µM value included (AID 2391) | HEp-2 cells, RSV-induced CPE inhibition; higher % means a stronger effect | CPE inhibition, % at 10 µM, or IC50 in µM where a hit was titrated | 310,000 tested, 0.13% active; in the data active means a potency from the dose series; further: strong numbers were not always called active
Large T inhibition = SV40 large T antigen inhibitors, biochemical (AID 1903) | SV40 large T antigen ATPase/helicase inhibition assay; higher % means a stronger effect | inhibition, % at 20 µM; hits with a dose series show IC50 in µM | 310,000 tested, 0.39% active; in the data active means a potency from the dose series; further: strong numbers were not always called active
WT yeast gro inh mutant strain = second read-out of WT yeast gro inh, no call of its own (marks repeat the call); inhibition, %; mitochondrial fusion phenotypic screen, mutant strain inhibition
bCat nuc transl cell count 5 µM = second read-out of bCat nuc transl, no call of its own (marks repeat the call); cell count; measured here: cell count, cytotoxicity flag
T cell HTS vesicle-bound % = recorded beside T cell HTS, whose call it bears; double positive events, %; measured here: CD8+ vesicle-bound cell fraction;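 binding gate set so that unloaded-vesicle control wells show 10% double positive cells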
Myeloid diff MLP GFP+ MAC1+ % = second read-out of Myeloid diff MLP, no call of its own (marks repeat the call); GFP+ MAC1+ double positive, %; measured here: differentiation confirmed by MAC1 staining
Numbers without * were called inactive.

What do the screens show for `O=[N+]([O-])c1cccc(/C=N/N2CCN(Cc3ccccc3)CC2)c1`?
T cell HTS: inactive; Myeloid diff MLP: inactive; Salmonella PhoP GFP: 0%; bCat nuc transl: -0.5; West Nile virus CPE: 0.6%; MgcRacGAP inhibition: 6%; WT yeast gro inh: 29; RSV antiviral HEp-2: 0.5%; Large T inhibition: 16%; WT yeast gro inh mutant strain: 12; bCat nuc transl cell count 5 µM: 1096; T cell HTS vesicle-bound %: 42; Myeloid diff MLP GFP+ MAC1+ %: 0.5

What do the screens show for `COc1cccc(-n2nnnc2SCC(=O)NCCc2ccc(OC)c(OC)c2)c1`?
T cell HTS: inactive; Myeloid diff MLP: inactive; Salmonella PhoP GFP: 7%; bCat nuc transl: 1.1; West Nile virus CPE: -1.1%; MgcRacGAP inhibition: 3%; WT yeast gro inh: -3; RSV antiviral HEp-2: 0.4%; Large T inhibition: 3%; WT yeast gro inh mutant strain: 4; bCat nuc transl cell count 5 µM: 1538; T cell HTS vesicle-bound %: 52; Myeloid diff MLP GFP+ MAC1+ %: 0.2

How did CCOc1cccc(-c2nnc(SCC(=O)NC3CC3)n2C)c1 do in these assays?
T cell HTS: inactive; Myeloid diff MLP: inactive; Salmonella PhoP GFP: 2%; West Nile virus CPE: -0.5%; MgcRacGAP inhibition: 8%; RSV antiviral HEp-2: 0.0%; Large T inhibition: 18%; T cell HTS vesicle-bound %: 33; Myeloid diff MLP GFP+ MAC1+ %: 0.7

How did COc1cc([N+](=O)[O-])ccc1N do in these assays?
T cell HTS: inactive; Myeloid diff MLP: inactive; Salmonella PhoP GFP: -2%; bCat nuc transl: -0.9; West Nile virus CPE: 0.2%; MgcRacGAP inhibition: 1%; WT yeast gro inh: 6; RSV antiviral HEp-2: 2.3%; Large T inhibition: 22%; WT yeast gro inh mutant strain: -13; bCat nuc transl cell count 5 µM: 1144; T cell HTS vesicle-bound %: 46; Myeloid diff MLP GFP+ MAC1+ %: 0.7

What do the screens show for `NC(=O)C1CCCc2c1n(Cc1ccccc1)c1ccccc21` (stereo unspecified)?
T cell HTS: inactive; Myeloid diff MLP: inactive; Salmonella PhoP GFP: 1%; West Nile virus CPE: 0.0%; MgcRacGAP inhibition: 5%; RSV antiviral HEp-2: 0.6%; Large T inhibition: 1%; T cell HTS vesicle-bound %: 30; Myeloid diff MLP GFP+ MAC1+ %: 0.8

What do the screens show for `C=CCNc1ccc(N2C(=O)CCCC2=O)cc1[N+](=O)[O-]`?
T cell HTS: inactive; Myeloid diff MLP: inactive; Salmonella PhoP GFP: -5%; West Nile virus CPE: 0.4%; MgcRacGAP inhibition: 7%; RSV antiviral HEp-2: 2.3%; Large T inhibition: 27%; T cell HTS vesicle-bound %: 30; Myeloid diff MLP GFP+ MAC1+ %: 0.4

What do the screens show for `Cc1cccc(Nc2nc(N)nc(CN3CCC(C)CC3)n2)c1C`?
T cell HTS: inactive; Myeloid diff MLP: inactive; Salmonella PhoP GFP: -9%; bCat nuc transl: -3.3; West Nile virus CPE: -0.6%; MgcRacGAP inhibition: 9%; WT yeast gro inh: -5; RSV antiviral HEp-2: 0.7%; Large T inhibition: 2%; WT yeast gro inh mutant strain: -2; bCat nuc transl cell count 5 µM: 535; T cell HTS vesicle-bound %: 60; Myeloid diff MLP GFP+ MAC1+ %: 6.0

What do the screens show for `COc1cccc(C(=O)Nc2cc(S(=O)(=O)N3CCCCC3)ccc2OC)c1`?
T cell HTS: inactive; Myeloid diff MLP: inactive; Salmonella PhoP GFP: 7%; bCat nuc transl: 2.4; West Nile virus CPE: -0.4%; MgcRacGAP inhibition: 8%; WT yeast gro inh: 17; RSV antiviral HEp-2: 1.3%; Large T inhibition: 6%; WT yeast gro inh mutant strain: 14; bCat nuc transl cell count 5 µM: 1062; T cell HTS vesicle-bound %: 10; Myeloid diff MLP GFP+ MAC1+ %: 0.4

Results for Cn1nc(-c2ccccc2)c(-c2nc(-c3cccc(Cl)c3)no2)c1Cl ?
T cell HTS: inactive; Myeloid diff MLP: inactive; Salmonella PhoP GFP: -6%; bCat nuc transl: -8.1; West Nile virus CPE: 0.5%; MgcRacGAP inhibition: 2%; RSV antiviral HEp-2: 2.2%; Large T inhibition: 10%; bCat nuc transl cell count 5 µM: 940; T cell HTS vesicle-bound %: 19; Myeloid diff MLP GFP+ MAC1+ %: 1.2

What do the screens show for `O=C(Nc1nc2ccccc2[nH]1)c1ccc(Cl)c([N+](=O)[O-])c1`?
T cell HTS: inactive; Myeloid diff MLP: inactive; Salmonella PhoP GFP: -3%; bCat nuc transl: -1.6; West Nile virus CPE: 0.2%; MgcRacGAP inhibition: 3%; WT yeast gro inh: 4; RSV antiviral HEp-2: 0.7%; Large T inhibition: 0%; WT yeast gro inh mutant strain: -9; bCat nuc transl cell count 5 µM: 1030; T cell HTS vesicle-bound %: 10; Myeloid diff MLP GFP+ MAC1+ %: 0.0

How did Cc1nc(NC(=S)NC(=O)c2cncc(Br)c2)ccc1Br do in these assays?
T cell HTS: inactive; Myeloid diff MLP: inactive; Salmonella PhoP GFP: -7%; bCat nuc transl: -0.9; West Nile virus CPE: -1.5%; MgcRacGAP inhibition: 6%; WT yeast gro inh: 2; RSV antiviral HEp-2: -0.6%; Large T inhibition: 23%; WT yeast gro inh mutant strain: -7; bCat nuc transl cell count 5 µM: 932; T cell HTS vesicle-bound %: 47; Myeloid diff MLP GFP+ MAC1+ %: 0.0

What do the screens show for `COC(=O)[C@H](Cc1ccccc1)NC(=O)NCCC1=CCCCC1`?
T cell HTS: inactive; Myeloid diff MLP: inactive; Salmonella PhoP GFP: 4%; West Nile virus CPE: -0.5%; MgcRacGAP inhibition: 4%; WT yeast gro inh: -3; RSV antiviral HEp-2: 0.7%; Large T inhibition: -3%; WT yeast gro inh mutant strain: -2; T cell HTS vesicle-bound %: 36; Myeloid diff MLP GFP+ MAC1+ %: 2.7

What do the screens show for `CN(C)CCCN(C(=O)c1ccc(Br)s1)c1nc2cc3c(cc2s1)OCCO3`?
T cell HTS: inactive; Myeloid diff MLP: inactive; Salmonella PhoP GFP: 7%; MgcRacGAP inhibition: 4%; RSV antiviral HEp-2: 2.2%; Large T inhibition: 14%; T cell HTS vesicle-bound %: 37; Myeloid diff MLP GFP+ MAC1+ %: 0.7

Results for COc1ccc(NC(=O)C2CCCN(S(=O)(=O)c3c(C)n[nH]c3C)C2)c(OC)c1 (stereo unspecified) ?
T cell HTS: inactive; Myeloid diff MLP: inactive; Salmonella PhoP GFP: 5%; bCat nuc transl: 0.6; West Nile virus CPE: -1.1%; MgcRacGAP inhibition: 5%; WT yeast gro inh: -26; RSV antiviral HEp-2: 5.3%; Large T inhibition: 10%; WT yeast gro inh mutant strain: -7; bCat nuc transl cell count 5 µM: 801; T cell HTS vesicle-bound %: 18; Myeloid diff MLP GFP+ MAC1+ %: 1.1

How did Cn1c(=O)c(=O)n(C)c2cc(S(=O)(=O)NCCc3ccccc3)ccc21 do in these assays?
T cell HTS: inactive; Myeloid diff MLP: inactive; Salmonella PhoP GFP: -4%; bCat nuc transl: 0.9; West Nile virus CPE: -0.7%; MgcRacGAP inhibition: 1%; WT yeast gro inh: 5; RSV antiviral HEp-2: -1.1%; Large T inhibition: 9%; WT yeast gro inh mutant strain: 2; bCat nuc transl cell count 5 µM: 1284; T cell HTS vesicle-bound %: 29; Myeloid diff MLP GFP+ MAC1+ %: 3.2

How did O=C(Nc1ccc(Oc2ccc(S(=O)(=O)N3CCOCC3)cn2)cc1)c1ccco1 do in these assays?
T cell HTS: inactive; Myeloid diff MLP: inactive; Salmonella PhoP GFP: -3%; West Nile virus CPE: -0.1%; MgcRacGAP inhibition: 7%; WT yeast gro inh: -7; RSV antiviral HEp-2: 14%; Large T inhibition: 3%; WT yeast gro inh mutant strain: -10; T cell HTS vesicle-bound %: 10; Myeloid diff MLP GFP+ MAC1+ %: 0.7

How did CC(O)C(NS(=O)(=O)c1ccc(Cl)cc1)C(=O)OCC(=O)Nc1cccnc1Cl (stereo unspecified) do in these assays?
T cell HTS: inactive; Myeloid diff MLP: inactive; Salmonella PhoP GFP: -2%; bCat nuc transl: -2.7; West Nile virus CPE: 0.7%; MgcRacGAP inhibition: -8%; WT yeast gro inh: 8; RSV antiviral HEp-2: 0.2%; Large T inhibition: 0%; WT yeast gro inh mutant strain: -9; bCat nuc transl cell count 5 µM: 526; T cell HTS vesicle-bound %: 3; Myeloid diff MLP GFP+ MAC1+ %: 1.2

Results for CCn1c(SCC(=O)c2ccc(OC)cc2)nnc1C(C)NC(=O)c1ccc(OC)cc1 (stereo unspecified) ?
T cell HTS: inactive; Myeloid diff MLP: inactive; Salmonella PhoP GFP: -2%; bCat nuc transl: 2.8; West Nile virus CPE: 0.0%; MgcRacGAP inhibition: 3%; WT yeast gro inh: -2; RSV antiviral HEp-2: -0.5%; Large T inhibition: 12%; WT yeast gro inh mutant strain: 21; bCat nuc transl cell count 5 µM: 1103; T cell HTS vesicle-bound %: 11; Myeloid diff MLP GFP+ MAC1+ %: 1.1

Results for Cc1ccc(Cl)c2sc(NC(=O)C3CC3)nc12 ?
T cell HTS: inactive; Myeloid diff MLP: inactive; West Nile virus CPE: -0.4%; MgcRacGAP inhibition: 1%; RSV antiviral HEp-2: 2.5%; Large T inhibition: 15%; T cell HTS vesicle-bound %: 31; Myeloid diff MLP GFP+ MAC1+ %: 2.7

Results for CC(C)COP(=O)(OCC(C)C)C(O)c1ccc(N(C)C)cc1 (stereo unspecified) ?
T cell HTS: inactive; Myeloid diff MLP: inactive; Salmonella PhoP GFP: -7%; bCat nuc transl: 0.6; West Nile virus CPE: -0.3%; MgcRacGAP inhibition: -1%; RSV antiviral HEp-2: 0.3%; Large T inhibition: 13%; bCat nuc transl cell count 5 µM: 1305; T cell HTS vesicle-bound %: 22; Myeloid diff MLP GFP+ MAC1+ %: 0.6

High-throughput results from PubChem BioAssay.
